PLCg1 inh: PLC-gamma1 enzyme inhibitors, primary screen, biochemical, fluorescence, purified enzyme; 1-phosphatidylinositol 4,5-bisphosphate phosphodiesterase gamma-1 (Homo sapiens), P19174; fluorogenic substrate; inhibition, % at 12.2 µM; 370,000 tested, 0.84% active; AID 720700, 2013; in the data active means inhibition above about 9.5%
ssDAF-12 act: S. stercoralis DAF-12 nuclear receptor activators, primary screen, cell-based, luminescence, HEK293, GRIP1 co-expression, lit1-tk-luc. Nuclear hormone receptor DAF-12 (Strongyloides stercoralis). HEK293 ssDAF-12/GRIP1 lit1-tk-luc reporter; % of 3 µM dafachronic acid response. activation, % at 6.8 µM. 370,000 tested, 1% active;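 active means activation above the mean over all tested compounds plus 3 SD, cut at about 0.9% in these data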;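 further: 0% = DMSO-only wells and 100% = 3 µM delta7-dafachronic acid wells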
ADAM17 inh: ADAM17 inhibitors, primary screen, biochemical, QFRET; AID 720648, 2013; inhibition, % at 6.95 µM; recombinant ADAM17, EDANS/DABCYL FRET peptide cleavage; 370,000 tested, 0.83% active;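 active means inhibition above the mean of compounds lying between control limits plus 3 SD, set per campaign, cut at about 8.5% in these data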;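 further: 0% = DMSO-only wells as the low control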
PLC-beta3 inh: human PLC-beta3 inhibitors, primary screen, biochemical, fluorescence; Purified PLC-beta3, fluorogenic substrate; inhibition, % at 12.2 µM; 370,000 tested, 0.18% active; AID 720704, 2013; in the data active means inhibition above about 11%;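 further: 0% = median of compound wells on plate and 100% = full blocker control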
hgDAF-12 ag: H. glycines DAF-12 receptor agonists, primary screen, cell-based, luminescence, HEK293, GAL4 fusion, UAS-luciferase | activation, % at 6.8 µM | AID 687014, 2013 | 370,000 tested, 1.8% active | HEK293 GAL4-hgDAF12 UAS-luciferase reporter, agonist luminescence; normalized to butyrate control;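 active means activation above a cutoff set at the mean of all screened compounds plus 3 SD, cut at about 10% in these data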;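 further: 0% = DMSO wells and 100% = sodium butyrate wells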
NR1D1 modulator: modulators of Rev-erb alpha DNA binding, primary screen, biochemical, FITC-DNA, fluorescence polarization, uHTS | Nuclear receptor subfamily 1 group D member 1 (Homo sapiens), P20393 | Rev-erbα–FITC-DNA binding, 90 min | activity, % at 10 µM | 370,000 tested, 0.79% active | AID 1259318, 2017;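 active means activity above about 14%, limit read from the data; passing the limit was not always enough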;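 further: 0% = DMSO wells with 35 nM protein and 100% = DMSO wells with 750 nM protein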
Target sequence (P20393 whole entry, looked up): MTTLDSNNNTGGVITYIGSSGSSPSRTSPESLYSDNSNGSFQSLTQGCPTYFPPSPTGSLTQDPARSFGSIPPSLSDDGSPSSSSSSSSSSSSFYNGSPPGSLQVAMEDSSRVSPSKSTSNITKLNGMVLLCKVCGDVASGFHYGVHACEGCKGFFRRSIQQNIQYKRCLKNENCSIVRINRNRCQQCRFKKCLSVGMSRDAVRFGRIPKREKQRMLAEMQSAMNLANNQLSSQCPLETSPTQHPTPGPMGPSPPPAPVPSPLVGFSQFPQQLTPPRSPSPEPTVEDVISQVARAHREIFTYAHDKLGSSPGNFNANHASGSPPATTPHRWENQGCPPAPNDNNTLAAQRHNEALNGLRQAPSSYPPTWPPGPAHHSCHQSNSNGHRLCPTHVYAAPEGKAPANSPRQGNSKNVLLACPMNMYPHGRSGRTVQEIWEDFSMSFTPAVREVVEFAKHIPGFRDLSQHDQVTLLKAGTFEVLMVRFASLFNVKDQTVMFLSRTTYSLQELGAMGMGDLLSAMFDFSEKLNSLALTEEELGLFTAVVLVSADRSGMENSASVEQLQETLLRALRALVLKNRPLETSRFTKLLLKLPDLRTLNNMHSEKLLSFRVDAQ
MBD2 DNA inh: inhibitors of MBD2 binding to methylated DNA, primary screen, biochemical, TR-FRET, DNA-binding domain, human; Methyl-CpG-binding domain protein 2 (Homo sapiens), Q9UBB5; AID 686964, 2013; 370,000 tested, 0.31% active; inhibition, % at 4.4 µM; MBD2 binding to methylated oligonucleotide; in the data active means inhibition above about 13%
Target sequence (Q9UBB5 whole entry, looked up, the tested form may be a part): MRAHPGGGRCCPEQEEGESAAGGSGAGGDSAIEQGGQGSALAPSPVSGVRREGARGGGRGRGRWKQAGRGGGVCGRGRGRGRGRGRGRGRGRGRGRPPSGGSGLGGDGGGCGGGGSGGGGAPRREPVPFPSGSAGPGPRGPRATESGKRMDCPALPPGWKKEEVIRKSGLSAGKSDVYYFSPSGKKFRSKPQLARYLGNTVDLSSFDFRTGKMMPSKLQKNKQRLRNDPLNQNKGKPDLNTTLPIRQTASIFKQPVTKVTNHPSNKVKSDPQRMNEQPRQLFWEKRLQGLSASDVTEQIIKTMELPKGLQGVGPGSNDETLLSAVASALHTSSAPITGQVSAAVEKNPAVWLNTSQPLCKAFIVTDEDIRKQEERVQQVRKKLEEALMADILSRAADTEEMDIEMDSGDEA
DAX1 inh-1: DAX1 (NR0B1) inhibitors, primary screen, cell-based, HEK293, Gal4-DAX1, luciferase luminescence; Nuclear receptor subfamily 0 group B member 1 (Homo sapiens), P51843; HEK293 Gal4-DAX1 luciferase reporter; inhibition, % at 6.75 µM; 340,000 tested, 0.99% active; AID 504766, 2011;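 active means inhibition above the mean over all tested compounds plus 3 SD, cut at about 4.2% in these data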;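 further: 0% = DAX1-transfected cells with DMSO and 100% = empty-vector control cells with DMSO; inhibition shows as a rise in luminescence from relieved DAX1 repression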
DAX1 inh-2: DAX1 (NR0B1) inhibitors on StAR promoter, primary screen, cell-based, luminescence, SF-1 (NR5A1), full-length DAX-1 | 370,000 tested, 1.1% active | AID 652010, 2013 | HEK293T StAR-luciferase reporter, SF-1/DAX-1 repression relief | inhibition, % at 6.8 µM;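 active means inhibition above the mean over all tested compounds plus 3 SD, cut at about 3.6% in these data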;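 further: 0% = DAX-1 cells with DMSO and 100% = cells lacking DAX-1 with DMSO; higher inhibition means more luminescence from relief of DAX-1 repression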
SMARCA2 activ: SMARCA2 (BRM) function activators, primary screen, cell-based, luminescence, high throughput | MG213 cells, MMTV-luciferase reporter, dexamethasone, overnight | activation, % at 9.1 µM | 370,000 tested, 1% active | AID 652017, 2013; in the data active means activation above about 7.8%;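 further: 0% = vehicle wells and 100% = reference activator wells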
hcDAF-12 act: H. contortus DAF-12 nuclear receptor activators, primary screen, cell-based, luminescence, HEK293, lit1-tk-luc reporter. HEK293 hcDAF-12 lit1-tk-luc reporter; 0% DMSO, 100% Δ7-dafachronic acid. activation, % at 6.8 µM. 370,000 tested, 1.4% active. AID 652067, 2013;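 active means activation above the mean of all tested compounds plus 3 SD, cut at about 5.5% in these data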;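 further: 100% = response to 3 µM Δ7-dafachronic acid high control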
An asterisk follows results filed as active; i = inactive; . = no result given.

smiles	hgDAF-12 ag	ADAM17 inh	DAX1 inh-1	ssDAF-12 act	hcDAF-12 act	DAX1 inh-2	PLC-beta3 inh	SMARCA2 activ	PLCg1 inh	MBD2 DNA inh	NR1D1 modulator
COc1ccc(NC(=O)CCNS(=O)(=O)c2ccc(Cl)c([N+](=O)[O-])c2)cc1S(N)(=O)=O	-0.4	-1	-0.3	-0.5	1.2	-0.1	-4	1	0	2	-3
CCS(=O)(=O)c1nc2ccccc2n1CC(=O)N1CCCCC1	2.0	-4	0.8	-0.9	-2.6	-1.1	3	1	2	2	-6
CCOC(=O)C1(CCOc2ccccc2)CCN(C(=O)c2ccc(-n3cccn3)cc2)CC1	-4.1	0	-0.8	-2.0	0.3	-0.2	2	-1	1	-1	4
COc1cc(OC)cc(C(=O)OCCCOC(=O)c2cc(OC)cc(OC)c2)c1	0.8	-5	0.2	-0.8	-0.8	-1.4	-6	-2	2	-7	1
O=C(Nc1cccc(Cl)c1)c1ccc(NCCCN2CCOCC2)c([N+](=O)[O-])c1	2.0	-2	-1.0	-1.5	-3.1	-0.9	3	2	1	-8	-3
Cc1cc(C(=O)NN=C2CCCCCC2)c(C)o1	4.9	-2	0.7	-0.6	1.5	1.6	-14	0	-3	1	3
COc1ccc(/C=N/Nc2nccnc2Cl)cc1	12*	-4	-1.5	0.2	5.5	5.9*	-8	8.7*	-8	-5	-2
COC(=O)c1c(NC(=S)NNS(=O)(=O)c2ccc(OC)cc2OC)sc2c1CCCCCC2	0.1	-3	0.5	-0.7	-1.7	0.6	-4	1	0	2	32*
CC(=O)N1CCN(C2=Nc3ccccc3Sc3ccccc32)CC1	-1.5	3	.	-1.4	-3.1	-0.2	2	7	3	-1	0
COc1ccc2[nH]cc(C(=O)CN3CCN(C(=O)c4ccco4)CC3)c2c1	0.0	-2	0.2	-1.3	-2.0	-0.2	-15	1	-10	-6	0
COc1cc(/C=C/C(=O)OCC(=O)NCCCc2ccccc2)ccc1O	-1.6	-15	1.9	-0.6	-0.2	-0.2	-49	-1	-46	-12	-1
CCN(CC)C(=O)C1=C(C)N(Cc2ccccc2)C(=O)C(CC(=O)NC2CCCCC2)C1 (stereo not drawn)	-3.9	5	3.2	-1.0	0.9	-1.8	3	-3	6	-3	3
CCOc1ccc(NC(=S)N2CCC(NC(=O)c3ccccc3)CC2)cc1	-1.9	-1	-0.8	-1.2	-0.1	-0.1	-9	-3	1	3	5
CCCn1c(C)cc(C(=O)CSc2nc3ccccc3c(=O)n2Cc2ccco2)c1C	4.6	-3	0.9	-1.3	0.5	0.0	1	0	1	-4	1
O=C(Nc1ccc(Cl)cc1F)C1CC1c1ccccc1 (stereo not drawn)	3.5	1	-0.6	-0.5	-0.9	-0.3	-11	-1	-2	3	8
CN(C)c1ccc(/C=N/N=C2/NC(=O)/C(=C/c3ccc([N+](=O)[O-])cc3)S2)cc1	-3.2	1	-3.1	-1.8	-0.7	-2.1	-14	-5	-10	-1	4
COc1cccc(-c2nn(-c3ccc(C)cc3)cc2C(=O)NCC(c2cccs2)N2CCOCC2)c1 (stereo not drawn)	-1.0	5	-0.6	-1.1	-2.1	-2.7	-4	-4	4	2	1
CN1CCN(Cc2cccc(Oc3ccccc3)c2)CC1	-1.9	2	-1.1	-1.0	-0.7	-0.5	4	-2	4	-4	.
COc1ccc(C)cc1NC(=O)CCN1CC(C)OC(C)C1 (stereo not drawn)	-1.8	0	1.1	-1.3	0.0	-0.2	3	3	2	-1	0
O=C(NCc1ccc2c(c1)OCO2)c1cccnc1Cl	-1.4	-4	0.0	-0.5	-1.3	-0.5	0	-2	-2	6	3
NC(Cc1cnc[nH]1)c1csc(Nc2ccc(C(F)(F)F)cn2)n1 (stereo not drawn)	-0.2	-4	.	-1.0	0.7	0.8	-6	-2	-4	4	-4
O=C(Nc1cccc(-c2cn3cccnc3n2)c1)c1ccc(Br)o1	2.2	i	-0.6	-2.1	0.3	-1.2	i	0	i	-5	2
O=C(NCc1ccco1)C1c2ccccc2Oc2ccccc21	2.4	-4	0.6	-1.1	-0.2	-0.1	-5	2	-4	-1	0
Fc1ccccc1-c1nc(NCc2ccco2)c2ccccc2n1	-1.1	0	-2.4	-1.6	-0.7	-1.4	-1	0	1	4	3
COc1ccc(C2c3ccc4ccccc4c3Oc3ncn(CCN4CCOCC4)c(=N)c32)cc1OC (stereo not drawn)	-3.6	8.6*	-1.2	-2.4	-2.1	0.2	1	0	5	0	-2
O=C(c1cccc(N2C(=O)C3CC=CCC3C2=O)c1)N1CCCc2ccccc21 (stereo not drawn)	2.1	-4	1.3	-1.2	3.8	0.1	-11	-2	0	-1	-8
COC(=O)c1c(NS(=O)(=O)c2ccccc2)csc1C	-2.9	-4	-0.2	-0.7	-0.1	-0.8	-35	-4	-22	-3	7
Cc1cc(C)nc(N(C#N)CC(=O)Nc2ccccc2)n1	2.6	-2	0.6	-0.7	-1.7	-0.2	1	1	-2	-2	-2
COc1ccc(OC)c(NC(=O)COC(=O)c2ccc(OC)c(S(=O)(=O)N3CCCC3)c2)c1	1.6	-6	0.5	-0.2	0.9	-0.2	-4	-1	-3	-2	0
O=[N+]([O-])c1cc(C(F)(F)F)ccc1NCC1CCCO1 (stereo not drawn)	1.3	-2	1.1	-1.1	-2.3	-0.5	-9	-3	0	1	-3

(cont.)
smiles	hgDAF-12 ag	ADAM17 inh	DAX1 inh-1	ssDAF-12 act	hcDAF-12 act	DAX1 inh-2	PLC-beta3 inh	SMARCA2 activ	PLCg1 inh	MBD2 DNA inh	NR1D1 modulator
CC(=O)N1CCN(C(=S)NCc2ccccc2)CC1	-3.3	5	0.7	-0.7	-1.1	-0.1	4	-1	4	-1	-10
Cc1ccc(C2=NCCn3nc4cc(C(F)(F)F)ccc4c32)cc1	1.4	-2	4.1	-0.4	5.0	0.7	-6	1	0	1	-4
Cc1ccc(C(C(=O)NC2CCCCC2)N(Cc2ccco2)C(=O)Cn2cnc3ccccc32)cc1 (stereo not drawn)	-1.2	-1	-0.4	-1.2	1.3	0.1	-1	-4	2	-1	1
Cc1ccc(N(C)S(=O)(=O)c2cccc(C(=O)OCC(=O)N(C)Cc3ccccc3)c2)cc1	1.6	1	0.1	-1.3	-1.7	-2.6	-1	-4	-1	3	4
CCN(CC(=O)Nc1c(F)cccc1F)C(=O)c1ccc(-c2ccccc2)cc1	-0.2	-1	-0.5	-0.8	-2.0	0.8	-8	0	-3	-1	-2
O=[N+]([O-])c1cccc(-c2nnc(-c3ccc4c(c3)OCO4)o2)c1	2.0	-7	0.8	-0.5	0.5	-0.1	-8	4	-7	9	-9
O=C(CSc1nnnn1-c1ccccc1)Nc1ncc(Cc2cc(Cl)ccc2Cl)s1	0.9	-5	-0.5	-0.4	0.3	0.6	2	1	1	1	-5
CCC(=O)N1N=C2CC(C)(C)OCC2C1c1ccccc1 (stereo not drawn)	0.2	-4	1.3	-1.7	0.4	-0.2	2	2	-2	-6	0
O=C(NC1CCCCCC1)C1Cc2ccccc2CN1C(=O)c1ccco1 (stereo not drawn)	1.7	-4	-0.1	-1.4	0.2	0.1	-2	1	-4	-3	3
Cn1cc(C[C@H](NC(=O)OC(C)(C)C)C(=O)N[C@@H](CO)Cc2ccccc2)c2ccccc21	-1.0	1	-0.1	-1.7	-0.6	1.2	2	-2	1	26*	-4
CN1CCN(c2nc(-c3ccccn3)nc3ccccc23)CC1	2.1	1	1.6	-1.9	3.4	-0.9	-5	-1	-2	7	-2
Cc1ccc(N(CC(O)CN2CCCC2)S(=O)(=O)c2ccc(C)cc2)cc1 (stereo not drawn)	1.3	-5	0.3	-1.4	-0.4	-0.5	-2	-2	2	1	-6
COc1ccc(-n2c(SCC(N)=O)nnc2-c2ccccc2F)cc1	1.2	-2	-0.4	-1.6	-1.1	0.4	1	-1	-2	0	2
COc1ccc(NC(=O)Nc2cccc(C)n2)cc1	17*	-4	1.7	-0.6	2.0	2.3	0	2	0	4	-1
CSc1ccccc1-n1nnnc1SCC(=O)Nc1ccccc1C	-2.2	-4	-0.2	-1.8	-1.8	-0.6	1	-1	1	-1	1
FC(F)(F)c1nnc2ccc(N3CCCCC3)nn12	0.7	-1	.	-1.1	-1.6	0.1	-2	1	0	0	1
CCN(CC)S(=O)(=O)c1ccc(C(O)=C(C#N)c2nc3ccccc3n2C)cc1	0.0	1	1.0	-1.2	-1.5	-0.7	-1	-3	-5	0	0
CCCc1nc(C)cc(N2CCN(c3ccccc3)CC2)n1	-2.0	-4	-0.2	-1.4	-2.5	-0.8	-2	-2	4	1	-5

Exported with values under each structure: 2 of the compounds above.
Each structure is followed by: hgDAF-12 ag, ADAM17 inh, DAX1 inh-1, ssDAF-12 act, hcDAF-12 act, DAX1 inh-2, PLC-beta3 inh, SMARCA2 activ, PLCg1 inh, MBD2 DNA inh, NR1D1 modulator
> COc1ccc(NC(=O)Nc2cccc(C)n2)cc1
  17*, -4, 1.7, -0.6, 2.0, 2.3, 0, 2, 0, 4, -1
> Cc1ccc(N(C)S(=O)(=O)c2cccc(C(=O)OCC(=O)N(C)Cc3ccccc3)c2)cc1
  1.6, 1, 0.1, -1.3, -1.7, -2.6, -1, -4, -1, 3, 4
